Source: PubChem
TMEM16A act: mouse TMEM16A channel activation, primary screen. AID 623877. Q8BHY3. HEK293 TMEM16A/YFP-H148Q/I152L, iodide quench fluorescence; active compounds read low. actives 0.3% (n = 340,000). B-score at 10 µM;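 active = fluorescence-ratio B-score plate-corrected deviation score at least 3 library SD below zero, with starting fluorescence score within 5 deviations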;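 note: channel opened by trigger with iodide after compound preincubation; score built on the fluorescence ratio of max minus min over baseline; more negative score means more quench and so TMEM16A activation or potentiation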
MrgX1 antagonist: antagonists of human MrgX1 receptor; actives 1.3% (n = 310,000); AID 588676; B-score at 10 µM; MRGX1-HEK293 calcium flux, Fluo-4, BAM8-22 antagonism; active compounds read low;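 active = calcium-response B-score plate-corrected more than 3 library SD below zero, starting fluorescence within 5 deviations, no agonist response on first addition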;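 note: peak minus trough fluorescence over baseline after final BAM8-22 challenge near maximal dose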
TRPC4 PAM: allosteric potentiators of mouse TRPC4 channel; HEK293 TRPC4beta/mu-opioid, DAMGO EC20, Fluo-4 Ca2+ flux; active compounds read high; B-score at 10 µM; actives 0.42% (n = 310,000);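 active = B-score of calcium response area above 5 SD of library B-scores, with initial fluorescence ratio within 5 SD of library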;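 note: B-score of integrated fluorescence ratio over time as area under calcium response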
Target sequence (Q9QUQ5 whole entry, looked up): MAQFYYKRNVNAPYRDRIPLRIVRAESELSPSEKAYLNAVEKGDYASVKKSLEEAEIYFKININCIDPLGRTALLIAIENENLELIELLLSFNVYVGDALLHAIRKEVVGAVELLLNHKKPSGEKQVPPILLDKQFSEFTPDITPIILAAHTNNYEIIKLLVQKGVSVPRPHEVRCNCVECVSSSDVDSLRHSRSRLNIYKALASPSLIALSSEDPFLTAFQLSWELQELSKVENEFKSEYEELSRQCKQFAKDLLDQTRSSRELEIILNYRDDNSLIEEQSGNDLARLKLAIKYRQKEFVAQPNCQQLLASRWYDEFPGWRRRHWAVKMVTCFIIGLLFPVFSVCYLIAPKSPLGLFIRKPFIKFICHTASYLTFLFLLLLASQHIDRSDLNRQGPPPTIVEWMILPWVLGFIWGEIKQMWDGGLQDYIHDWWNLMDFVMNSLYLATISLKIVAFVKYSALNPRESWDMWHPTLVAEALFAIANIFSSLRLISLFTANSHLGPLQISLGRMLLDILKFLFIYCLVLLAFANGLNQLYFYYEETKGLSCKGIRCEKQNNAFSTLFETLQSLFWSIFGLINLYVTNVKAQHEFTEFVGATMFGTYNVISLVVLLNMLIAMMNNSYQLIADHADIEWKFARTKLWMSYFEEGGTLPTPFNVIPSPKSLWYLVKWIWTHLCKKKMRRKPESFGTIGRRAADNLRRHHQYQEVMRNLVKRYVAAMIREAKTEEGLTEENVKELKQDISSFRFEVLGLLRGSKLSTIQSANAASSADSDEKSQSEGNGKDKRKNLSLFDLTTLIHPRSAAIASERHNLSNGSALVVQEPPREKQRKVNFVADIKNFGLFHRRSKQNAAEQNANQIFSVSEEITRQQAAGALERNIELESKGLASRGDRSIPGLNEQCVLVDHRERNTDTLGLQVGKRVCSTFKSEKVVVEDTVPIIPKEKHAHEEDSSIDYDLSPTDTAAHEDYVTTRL
TRPC6 inh: blocks the mouse TRPC6 cation channel; actives 1.1% (n = 310,000); HEK293-TRPC6, membrane potential dye, ACh-evoked depolarization; active compounds read low; B-score at 10 µM;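 active = B-score under library mean minus 3 SD, initial fluorescence not abnormally high, positive integrated signal ratio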;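 note: B-score derived from integrated fluorescence ratio over the kinetic read; more negative B-score means stronger inhibition of depolarization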
MrgX1 ag: human MrgX1 receptor agonism, primary screen | MrgX1-HEK293 cells, Fluo-4 calcium fluorescence, agonist mode; active compounds read high | actives 0.44% (n = 310,000) | Q96LB2 | AID 588627 | B-score at 10 µM;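 active = calcium response B-score plate-corrected fluorescence ratio at least 3 library SD, with starting fluorescence B-score inside 5 SD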
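Material: HEK293 cells stably expressing human MrgX1 receptor | Quantity: 15,000 cells per well | Times: Cells plated overnight, dye loaded 0.5 h 37 °C, 0.5 h room temperature | Measured by: Kinetic Fluo-4 NW fluorescence of intracellular calcium | Control set: Positive and negative controls per plate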
TRPC6 activator: activates the mouse TRPC6 cation channel; Q61143; HEK293-TRPC6 membrane potential dye fluorescence; active compounds read high; B-score at 10 µM; actives 0.13% (n = 310,000); AID 2550;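 active = B-score of the integrated fluorescence ratio above library mean plus 3 SD, and starting fluorescence ratio within library mean plus 5 SD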;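 note: higher score means more depolarization so channel activation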
TRPC4 agonist: opens the mouse TRPC4 cation channel; AID 2237; actives 0.49% (n = 310,000); HEK293 TRPC4beta/mu-opioid, Fluo4 calcium fluorescence; active compounds read high; Q9QUQ5; B-score at 10 µM;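 active = B-score above 5 SD of library B-scores, and initial fluorescence ratio not above library mean plus 5 SD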;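 note: positive B-score marks a calcium rise read as TRPC4 activation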
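Incubation: 45 min room-temperature Fluo4 loading, 110 s read / System: HEK293 cells stably co-expressing mouse TRPC4beta and mu-opioid receptor / Signal: Fluo4 fluorescence, kinetic / Control set: buffer (low) and maximal DAMGO (high) / Measure: integrated baseline-normalised fluorescence ratio, converted to per-well B score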
MrgX1 allo act: allosterically activates human MrgX1 receptor signaling; Q96LB2; MrgX1-HEK293, Fluo-4 calcium flux, FDSS; active compounds read high; B-score at 10 µM; actives 0.63% (n = 310,000);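 active = plate-corrected calcium response at least 3 library SD above typical, normal starting fluorescence, not activating the receptor alone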;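 note: compound read alongside a low EC10 to EC30 dose of BAM8-22 agonist; peak minus trough fluorescence over baseline measured at the second addition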
TRPC4 block: TRPC4 (mouse) channel inhibition; Q9QUQ5; HEK293 TRPC4beta/mu-opioid, DAMGO-evoked Fluo4 calcium flux; active compounds read low; B-score at 10 µM; actives 0.39% (n = 300,000); AID 2247;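 active = B-score over 3 SD under the library average, no early fluorescence shift, positive overall ratio signal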
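Material: HEK293 cells with stable TRPC4beta plus mu-opioid receptor expression; probe or stimulus: DAMGO in two steps, submaximal then maximal; technique: Fluo4 calcium fluorescence by kinetic imaging, 5 s 1 Hz baseline; measure: integrated fluorescence ratio relative to baseline, converted to per-well B score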
RGS4 inh: human RGS4 inhibition; P49798; HEK293 M3R/RGS4 inducible, Fluo-4 calcium flux; active compounds read high; triggered by carbachol at its EC20; B-score at 10 µM; actives 0.45% (n = 310,000);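 active = B-score, a plate-corrected calcium signal, over three deviations above library mean, with baseline fluorescence within five deviations of library mean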;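 note: RGS4 expression induced by doxycycline in cells with stable M3 receptor; B-score is computed from the integrated fluorescence ratio over baseline after carbachol; higher B-score means a larger calcium signal and so more RGS4 inhibition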
TMEM16A inh: mouse TMEM16A channel inhibition, primary screen. HEK293 TMEM16A/YFP iodide influx fluorescence, ionomycin. normalized B-score (activity score, 25-100; higher = stronger inhibition) at 10 µM. actives 1.2% (n = 310,000);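 active = ratio plate-corrected score three or more library SD toward inhibition, starting fluorescence score within five deviations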;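 note: score derived from kinetic fluorescence span divided by baseline fluorescence per well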
Numbers without * were called inactive; i = inactive; x = no result given.

entry	molecule	TMEM16A act	MrgX1 antagonist	TRPC4 PAM	TRPC6 inh	MrgX1 ag	TRPC6 activator	TRPC4 agonist	MrgX1 allo act	TRPC4 block	RGS4 inh	TMEM16A inh
1	CCOc1cccc2sc(N(CCCN(C)C)C(=O)Cc3ccccc3)nc12	i	i	i	i	i	i	i	i	i	i	i
2	COc1ccc(OC)c(NC(=S)NN2CCOCC2)c1	i	i	i	i	i	i	i	i	i	i	i
3	O=C(O)CC(SCC(=O)Nc1ccc(Cl)c(S(=O)(=O)N2CCOCC2)c1)C(=O)O (configuration not stated)	i	i	i	i	i	i	i	i	i	i	i
4	COCCOc1nc2c(c(=O)n(C)c(=O)n2C)n1CCc1ccccc1	i	i	i	i	i	i	i	i	i	i	i
5	CC(=O)N(CCCCN1C(=O)c2ccccc2C1=O)c1ccc(C)cc1	i	i	i	i	i	i	i	i	i	i	i
6	COCCN(C(=O)CNC(=O)c1ccco1)C(C(=O)NC1CCCC1)c1ccccc1 (configuration not stated)	i	i	i	i	i	i	i	i	i	i	i
7	O=C(NNc1ccc([N+](=O)[O-])cc1)c1ccco1	i	i	i	i	i	i	i	i	i	i	i
8	C=COCCNC(=O)C(=O)NCC(C)C	i	i	i	i	i	i	i	i	i	i	i
9	COc1ccc(/C=N/NC(=O)CN(C2=NS(=O)(=O)c3ccccc32)c2ccccc2)cc1	i	i	i	i	i	i	i	i	i	i	i
10	Cc1sc(-c2ccncc2)nc1OC(=O)c1ccc(Cl)cc1	i	i	i	i	i	i	i	i	i	i	i
11	CCN(CC)CCCOc1ccc(C)cc1Br	i	i	i	i	i	i	i	i	i	i	i
12	CC(C)(C)C1CCc2c(sc3ncn(N)c(=N)c23)C1 (configuration not stated)	i	i	i	-6.51*	i	i	i	i	i	i	i
13	Cc1ccc(CN2CCN(/N=C/c3ccc(C)s3)CC2)c(C)c1	i	i	i	i	i	i	i	i	i	i	i
14	O=C(NC(=S)Nc1nc2c(s1)CSc1ccccc1-2)c1ccccc1	i	i	i	i	i	i	i	i	i	i	i
15	CCCCN(CCCC)CCNC(=O)c1cn(CC)c2ccc(S(=O)(=O)N3CCCC3)cc2c1=O	i	i	i	-4.99*	i	i	i	i	i	i	i
16	O=C(CNC(=O)c1cc2c(n(-c3ccccc3)c1=O)CCCC2=O)c1ccccc1	i	i	i	i	i	i	i	i	i	i	i
17	CCCOc1ccccc1Cn1c(=O)oc2ccc(C)cc21	i	i	i	i	i	i	i	i	i	i	100*
18	O=C(O)c1cccc2cccnc12	i	i	i	i	i	i	i	i	i	i	i
19	O=Cc1ccc(OC(=O)C2CC(=O)N(c3ccc(F)cc3)C2)cc1 (configuration not stated)	i	i	i	i	i	i	i	i	i	i	i
20	CCN(CC)c1ccc(C(=O)N/N=C(\C)c2ccc(O)cc2)cc1	i	i	i	i	i	i	i	i	i	i	i
21	COc1ccccc1OCCCOc1ccc(/C=C2\SC(=O)NC2=O)cc1OC	i	i	i	i	i	i	i	i	i	i	i
22	CCOC(=O)C=C1CCN(c2ncc(C(F)(F)F)cc2Cl)CC1	i	i	i	i	i	i	i	i	i	i	i
23	O=C1CCc2cc(S(=O)(=O)N3CCC(C(=O)NC4CCCCCCC4)CC3)ccc2N1	i	i	x	x	i	x	x	i	x	x	i
24	C=CCNC(=O)c1onc(CSc2ccc(F)cc2)c1C(=O)NCC=C	i	i	i	i	i	i	i	i	i	i	i
25	CC(C)(C)C(=O)OCOC(=O)[C@@H]1N2C(=O)[C@@H](N=CN3CCCCCC3)[C@H]2SC1(C)C	i	i	x	x	i	x	x	i	x	x	i
26	COCCSc1ccccc1C(=O)NCCc1ccccc1	i	i	i	i	i	i	i	i	i	i	i
27	Cc1noc(C)c1COC(=O)c1cc(F)c(F)cc1Cl	i	i	i	i	i	i	i	i	i	i	i
28	CC(=O)Cc1nsc(NC(=O)c2oc(-c3ccccc3Cl)cc2C)n1	i	i	i	i	36.5*	i	i	i	i	i	i
29	CSc1ccc(C2c3[nH]c4ccccc4c3CCN2C(=O)c2ccnn2C)cc1 (configuration not stated)	i	i	i	i	i	i	i	i	i	i	i
30	COc1cc(NC(=O)c2c(Cl)cnn2C)c(OC)cc1Cl	i	i	i	i	i	i	i	i	i	i	i
31	CCN(CC(=O)Nc1c(F)cccc1F)C(=O)c1ccc(Cl)c(S(=O)(=O)N2CCCCC2)c1	i	i	i	i	i	i	i	i	i	i	i
32	O=C(CSc1nc2ccccc2[nH]1)Nc1c(F)cccc1F	i	i	i	i	i	i	i	i	i	i	i
33	Cc1cc(C(F)(F)F)n2nc(-c3cnn(C)c3C(F)(F)F)c(Cl)c2n1	i	i	i	i	i	i	i	i	i	i	i
34	COc1ccc(C2C=C(C34CC5CC(CC(C5)C3)C4)NC(=S)N2)cc1OC (configuration not stated)	i	i	i	i	i	i	i	i	i	i	i
35	Cc1cccc(C(=O)OC2CCCN(C)C2)c1C (configuration not stated)	i	i	i	i	i	i	95*	i	i	i	i
36	Cc1ccc(/C=N/n2c(C)nnc2C)s1	i	i	i	i	i	i	i	i	i	i	i
37	COc1cccc(C(=O)N2c3cc(C)ccc3OCC2C(C)(C)C)c1 (configuration not stated)	i	i	i	i	i	i	i	i	i	i	i
38	O=C(c1ccc(-c2ccc(Cl)cc2Cl)o1)N1CCOCC1	i	i	i	i	i	i	i	i	i	i	i
39	N#CCSc1nnc(-c2c[nH]c3ccccc23)o1	i	i	i	i	i	i	i	i	i	i	i
40	Cc1ccc(C(C)(O)CS(=O)(=O)Cc2ccccc2Cl)cc1 (configuration not stated)	i	i	i	i	i	i	i	i	i	i	i
41	CCOC(=O)C1CCN(C(=O)C2CCN(S(=O)(=O)N3CCCC3)CC2)CC1	i	i	i	i	i	i	i	i	i	i	i
42	COc1ccc(-c2nnc(-c3ccc(C)cc3)o2)cc1	i	i	i	i	i	i	i	i	i	i	i
43	O=C(CCC(=O)Nc1ccccc1)N/N=C/c1ccc2c(c1)OCO2	i	i	i	i	i	i	i	i	i	i	i
44	O=C(Cn1c(=O)c2cccn2c2ccccc21)NCCc1ccccc1	i	i	i	i	i	i	i	i	i	i	i
45	CCC1CCCCN1CC(=O)c1c(C)[nH]c2ccc(OC)cc12 (configuration not stated)	i	i	i	i	i	i	i	i	i	i	i
46	COc1cccc(C(=O)CN2C(=O)C(C)(C)Oc3ccc(C(=O)N4CCOCC4)cc32)c1	i	i	i	i	i	i	i	i	i	i	i
47	c1ccc2c(c1)ncn2Cc1nnc2sc(-c3ccc4c(c3)OCO4)nn12	i	i	i	i	i	i	i	i	i	i	i
48	CCN(CC)S(=O)(=O)c1cccc(NC(=O)C2SC(=Nc3ccc(C)cc3C)C(C(=O)NCC3CCCO3)=C2N)c1 (configuration not stated)	i	i	i	i	i	i	i	i	i	i	i
49	COc1ccc(C(=O)c2c(-c3ccc(OC)cc3)oc3ccc(-c4ccc(OC)nc4)cc23)cc1	i	i	i	i	i	i	i	i	i	i	i
50	Cc1c(CN2CCCC(CO)(Cc3cccc(Cl)c3)C2)cnn1C (configuration not stated)	i	i	i	i	i	i	i	i	i	i	i
51	CCOC(=O)C1(Cc2cccc(F)c2)CCN(C(=O)C2CCCO2)CC1 (configuration not stated)	i	i	i	i	i	i	i	i	i	i	i
52	O=C(Nc1cccc(F)c1)c1cccc(S(=O)(=O)N2CCOCC2)c1	i	i	i	i	i	i	i	i	i	i	i
53	O=C(CSc1nc2ccccc2n1CC(=O)NCc1ccccc1)NCc1ccco1	i	i	i	i	i	i	i	i	i	i	i
54	CCOc1ccc(NC(=O)C(CC(=O)O)Cc2ccc(Br)cc2)cc1 (configuration not stated)	i	i	i	i	i	i	i	i	i	i	i
55	CCN(Cc1ccccc1)C(=O)COC(=O)c1cc(S(=O)(=O)Nc2c(C)n(C)n(-c3ccccc3)c2=O)ccc1C	i	i	i	i	i	i	i	i	i	i	i
56	CCCCOc1ccc(-c2nnc(N)s2)cc1	i	i	i	i	i	i	i	i	i	i	i
57	Cc1ccc([N+](=O)[O-])cc1NC(=O)c1ccc(CSc2ccccc2)cc1	i	i	i	i	i	i	i	i	i	i	i
58	COc1ccccc1NC(=O)NS(=O)(=O)c1ccc(C)cc1	i	i	i	i	i	i	i	i	i	i	i
59	Cc1ccc(-c2nc3c(=O)n(-c4ccccc4)c4c(c(=O)n(C)c(=O)n4C)c3o2)cc1	i	i	i	i	i	i	i	i	i	i	i
60	CCCC12CN3CCN(CC(C3)/C1=N\NC(=O)c1ccc(C(C)(C)C)cc1)C2	i	i	i	i	i	i	i	i	i	i	i

Remaining list, next part.
entry	molecule	TMEM16A act	MrgX1 antagonist	TRPC4 PAM	TRPC6 inh	MrgX1 ag	TRPC6 activator	TRPC4 agonist	MrgX1 allo act	TRPC4 block	RGS4 inh	TMEM16A inh
61	C=C(C)CNC(=O)C1CCC(=O)N(CCCc2ccccc2)C1 (configuration not stated)	i	i	i	i	i	i	i	i	i	i	i
62	O=C1c2ccccc2NC(c2ccc(F)cc2)N1Cc1ccccc1 (configuration not stated)	i	i	i	i	i	i	i	i	i	i	i
63	NC(=O)c1cn(-c2ccccc2)nc1-c1cc2ccccc2oc1=O	i	i	i	i	i	i	i	i	i	i	i
64	O=C(NCc1ccccc1)c1cccnc1	i	i	i	i	i	i	i	i	i	i	i
65	O=C(c1ccccc1F)n1c2c(c3ccccc31)CCCC2	i	i	i	i	i	i	i	i	i	i	i
66	Nc1ccc(C(=O)O)cc1	i	i	i	i	i	i	i	i	i	i	i
67	CC(C)N1CCC(=NNC(=O)c2ccccc2[N+](=O)[O-])CC1	i	i	i	i	i	i	i	i	i	i	i
68	O=C(NCCCN1CCCC1=O)c1cccc(S(=O)(=O)Nc2ccc(Br)cc2)c1	i	i	i	i	i	i	i	i	i	i	i
